# High-throughput results (PubChem BioAssay)
# MCL1-BIM inh – disrupts human MCL1 binding to BIM-BH3 peptide | Q07820 | GST-MCL1 / FITC-Bim-BH3 fluorescence polarization | inhibition, % at 10.9 µM | actives 0.68% (n = 320,000);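 active means inhibition above the mean inhibition of all tested compounds plus 3 SD, set per campaign, cut at about 40% in these data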;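 further: 0% = DMSO wells and 100% = unlabeled Bim-BH3 peptide control; higher means more loss of mP so more displacement of Bim peptide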
# GLD-1 TGE inh – GLD-1-TGE RNA interaction inhibition (C. elegans); purified GLD-1 + fluorescein TGE RNA, fluorescence polarization; inhibition, % at 5.96 µM; actives 0.44% (n = 320,000); AID 2280;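 active means percent inhibition above a per-plate cutoff, the plate mean of test compounds plus 3 SD, cut at about 30% in these data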;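 further: 0% = DMSO wells with GLD-1 and probe and 100% = wells lacking GLD-1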
# pPAFAH inh – pPAFAH (human) enzyme inhibition | Q13093 | recombinant pPAFAH, FP-rhodamine probe fluorescence polarization | inhibition, % at 3.39 µM | actives 1.5% (n = 330,000);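 active means inhibition above the mean inhibition across the screen plus 3 SD, cut at about 25% in these data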;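 further: inhibitors block binding of the rhodamine activity-based probe so polarization drops; 0% = enzyme with DMSO and 100% = wells lacking pPAFAH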
# PAFAH1B2 FP inh – PAFAH1B2 (human) inhibition. actives 1.2% (n = 340,000). inhibition, % at 3.39 µM. P68402. recombinant PAFAH1B2, FP-rhodamine activity probe, fluorescence polarization;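 active means inhibition above the mean of all tested compounds plus 3 SD, cut at about 24% in these data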;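 further: 0% = enzyme with DMSO and 100% = wells lacking PAFAH1B2; many of its hits are not listed in these tables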
# Fam108B inh – Fam108B inhibition, counter-screen for RBBP9 inhibitors | recombinant Fam108B, FP-Rh probe fluorescence polarization | inhibition, % at 9.51 µM | actives 0.33% (n = 300,000) | AID 1947;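 active means inhibition above the screen mean inhibition plus 3 SD, computed separately per campaign, cut at about 18% in these data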;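 further: inhibitors lower polarization as less probe binds the enzyme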
# PME-1 primary – blocks human protein phosphatase methylesterase 1. actives 0.53% (n = 320,000). inhibition, % at 5.9 µM. Q9Y570. AID 2130. recombinant PME-1, FP-Rh probe fluorescence polarization;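 active means inhibition above the campaign mean of all compounds plus 3 SD, cut at about 26% in these data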;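 further: competitive labeling of PME-1 active site by serine hydrolase directed probe; 0% = PME-1 with DMSO and 100% = wells lacking PME-1 enzyme; inhibitors block probe labeling so polarization falls and inhibition rises; many of its hits are not listed in these tables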
# Target sequence (Q9Y570 whole entry, looked up): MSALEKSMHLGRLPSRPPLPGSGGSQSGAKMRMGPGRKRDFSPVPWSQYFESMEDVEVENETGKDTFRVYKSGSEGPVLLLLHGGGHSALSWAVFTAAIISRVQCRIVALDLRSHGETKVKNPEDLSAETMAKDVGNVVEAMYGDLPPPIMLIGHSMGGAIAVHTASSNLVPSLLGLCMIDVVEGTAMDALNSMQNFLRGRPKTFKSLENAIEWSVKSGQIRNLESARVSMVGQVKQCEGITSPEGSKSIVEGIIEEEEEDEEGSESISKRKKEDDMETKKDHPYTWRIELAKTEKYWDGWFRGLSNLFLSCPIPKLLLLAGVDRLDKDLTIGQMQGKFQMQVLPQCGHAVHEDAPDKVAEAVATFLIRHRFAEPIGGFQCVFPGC
# AHR activator – activates the human aryl hydrocarbon receptor | P35869 | AHR-responsive luciferase reporter cells, luminescence | activation, % at 5 µM | actives 2.5% (n = 320,000); in the data active means activation above about 47%;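 further: 0% = vehicle wells and 100% = reference agonist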
# BCLXL inh – blocks human Bcl-xL binding to Bim BH3 peptide; actives 0.7% (n = 320,000); GST-Bcl-xL / FITC-Bim BH3 peptide fluorescence polarization; Q07817; inhibition, % at 10.9 µM;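 active means inhibition above the mean of all tested compounds plus 3 SD, cutoff set per campaign, cut at about 30% in these data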;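 further: 0% = DMSO wells and 100% = unlabeled Bim-BH3 peptide competitor; inhibitors lower millipolarization by displacing the labeled peptide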
# Target sequence (Q07817 whole entry, looked up): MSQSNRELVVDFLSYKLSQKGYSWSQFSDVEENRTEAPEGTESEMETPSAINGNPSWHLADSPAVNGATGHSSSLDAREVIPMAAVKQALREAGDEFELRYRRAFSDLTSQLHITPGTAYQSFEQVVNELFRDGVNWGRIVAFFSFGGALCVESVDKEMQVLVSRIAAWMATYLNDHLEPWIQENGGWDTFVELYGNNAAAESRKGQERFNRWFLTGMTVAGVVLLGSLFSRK
# MEX-5 binding – C. elegans MEX-5 TCR-2 RNA binding activity; Q9XUB2; MEX-5/FITC-TCR2 RNA binding, fluorescence polarization; hits give low values; activity score (negative = inhibition of binding), % at 10 µM; actives 0.38% (n = 300,000); AID 1832;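 active means inhibition past about -25% in most replicates, and total fluorescence under double the plate's negative control median, limit read from the data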;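 further: 0% = DMSO and -100% = 5 µM competing unlabeled TCR2 RNA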
# Target sequence (Q9XUB2 whole entry, looked up): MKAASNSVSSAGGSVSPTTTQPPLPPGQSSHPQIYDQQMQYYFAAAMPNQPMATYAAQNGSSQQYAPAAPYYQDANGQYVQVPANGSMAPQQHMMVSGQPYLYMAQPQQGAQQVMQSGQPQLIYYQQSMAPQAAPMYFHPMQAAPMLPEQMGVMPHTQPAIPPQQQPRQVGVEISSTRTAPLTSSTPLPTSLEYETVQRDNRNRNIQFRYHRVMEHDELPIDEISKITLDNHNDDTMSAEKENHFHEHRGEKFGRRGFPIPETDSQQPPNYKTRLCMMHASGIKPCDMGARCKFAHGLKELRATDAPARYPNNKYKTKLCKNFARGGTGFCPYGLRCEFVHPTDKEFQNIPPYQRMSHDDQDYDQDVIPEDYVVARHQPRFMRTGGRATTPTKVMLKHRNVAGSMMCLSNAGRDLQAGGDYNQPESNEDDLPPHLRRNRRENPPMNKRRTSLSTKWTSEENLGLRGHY
# * marks the source's active call; other numbers are inactive results; . = no result given. This is a subset (hit frequency here may not be typical).
SMILES,MCL1-BIM inh,GLD-1 TGE inh,pPAFAH inh,PAFAH1B2 FP inh,Fam108B inh,PME-1 primary,AHR activator,BCLXL inh,MEX-5 binding
N#CCCN(C(=O)COC(=O)C1=COCCO1)c1ccc(F)cc1,3,6,-2,5,1,2,-1,0,1.1
COC(=O)c1sccc1NC(=O)CSc1ccccc1NS(=O)(=O)c1ccc(Br)cc1,0,-3,17,-2,1,13,-2,4,-1.0
COc1cccc(C(=O)NCc2ccco2)c1OC,-7,3,0,-5,0,-6,1,4,0.0
CC(=O)Nc1ccc(NC(=O)Oc2ccccc2)cc1,3,1,0,-7,1,-2,4,3,1.2
Cn1c(=O)c2c(ncn2CC(=O)Nc2ccc3c(c2)OCO3)n(C)c1=O,8,3,7,-3,6,7,15,6,0.8
O=C(CN1C(=O)c2cccnc2Oc2ccc(Cl)cc21)NCCCc1ccccc1,5,11,4,2,3,0,1,8,2.0
OC(CN1CCN(c2cccc(Cl)c2)CC1)C(c1ccccc1)c1ccccc1 (configuration not stated),4,0,2,4,2,-4,-2,5,.
COc1ccccc1CN1CCCC(CNC(=O)c2cccc3ccccc23)C1 (configuration not stated),7,-10,-4,4,1,2,4,3,0.7
OCc1nn2c(c1Br)NC(c1ccccc1)CC2C(F)(F)F (configuration not stated),3,2,-3,2,2,-10,5,7,1.9
CCn1c(SCC(=O)NCc2ccc(C)cc2)nnc1-c1ccncc1,0,7,0,-1,-1,1,-3,4,0.5
CCCC1/C(=N/O)CC(c2ccccc2)NC1c1ccccc1 (configuration not stated),4,7,27*,5,3,-4,1,3,-0.7
CCn1c(SCC(=O)Nc2ccc(N3CCOCC3)cc2)nnc1C1CC1,4,5,0,-1,.,-3,0,1,.
O=C(Nc1ccc(NC(=O)c2ccc3c(c2)OCO3)cc1)c1cccc(Cl)c1,-4,7,-5,-2,.,-3,-2,-1,.
O=C(CCc1ccc(S(=O)(=O)N2CCOCC2)cc1)N1CCN(Cc2ccc3c(c2)OCO3)CC1,9,-6,5,-2,1,2,0,0,-0.2
CCN(CC)c1nc(Nc2ccccc2)nc(Oc2ccc(=O)[nH]n2)n1,3,4,1,-5,4,-4,5,-1,-3.5
COc1cccc(C2c3c(oc4ccccc4c3=O)C(=O)N2CCCN2CCOCC2)c1 (configuration not stated),-3,1,-6,2,-2,1,6,1,-2.2
COc1ccc(CCNC(=O)CSc2nnc(-c3ccco3)c(-c3ccco3)n2)cc1OC,10,9,10,.,5,1,3,6,-1.1
COC(=O)c1nnn(-c2nonc2N)c1CN1CCc2ccccc21,6,3,-1,7,-3,6,17,6,-1.7
COc1ccc(N2CCN(S(=O)(=O)c3ccc(OC)c(C(=O)N4CCCCC4)c3)CC2)cc1,1,-6,5,1,2,6,-6,-1,1.0
Nc1cc(C2CCCC2)nn1-c1ccccc1,-2,5,0,6,2,7,7,0,0.8
O=C(Nc1ccccc1Cc1ccccc1)c1oc2ccccc2c1COc1ccccc1,6,-4,-6,-9,-3,-4,11,2,0.9
Cc1c(Cl)cccc1N=Cc1ccc([N+](=O)[O-])s1,5,3,11,13,8,1,6,3,-2.0
CCOc1ccc(C(=O)N2CCN=C2SC)cc1OCC,-2,-10,2,4,1,-8,3,0,2.3
COC(=O)c1ccc(NC(=S)NC(=O)c2cccnc2)cc1,8,-4,2,4,1,-2,-1,3,1.0
O=C(c1cc(-c2ccco2)on1)N1CCN(C(c2ccccc2)c2ccccc2)CC1,1,6,0,2,-8,-3,-6,4,3.5

# New compounds follow:
SMILES,MCL1-BIM inh,GLD-1 TGE inh,pPAFAH inh,PAFAH1B2 FP inh,Fam108B inh,PME-1 primary,AHR activator,BCLXL inh,MEX-5 binding
ClC(=C\c1ccccc1)/C=N/N1CCN(c2ccccn2)CC1,-4,-2,5,-3,12,4,5,3,-2.8
COc1ccc(OCC(=O)N/N=C/c2ccsc2)cc1,2,2,5,-2,1,-3,6,0,-0.1
c1ccc(-c2sc3ccccc3c2-c2ccc(OCCN3CCOCC3)cc2)cc1,.,-4,11,-1,.,.,2,.,.
Cc1[nH]n(-c2ccccc2)c(=O)c1/C=N/NC(=O)c1ccc(O)cc1O,16,6,11,12,6,23,10,6,-13
Cc1ccc(OCCN(C)C(=O)C2CCC(=O)N(Cc3ccccc3F)C2)cc1 (configuration not stated),4,8,-1,1,-2,12,1,6,0.3
C=C(C)C(=O)Nc1cccc(C2=NOC3(C2)C[C@@H](C(N)=O)N(C(=O)/C=C/C=C/C)C3)c1 (some centres not stated),12,2,3,-9,-6,-8,-1,2,1.5
N#Cc1ccc(N2CCN(C(=O)c3cccc(F)c3)CC2)c(F)c1,-6,0,2,4,2,-2,-2,0,-2.2
Cc1ccnc(SCCn2c(N3CCN(c4ccccc4)CC3)nc3c2c(=O)[nH]c(=O)n3C)n1,7,1,1,3,2,4,-3,10,1.0
CN(C)/C=C/c1[nH]c(=O)[nH]c(=O)c1[N+](=O)[O-],7,8,-2,5,-4,1,1,7,-0.9
CCc1nc2ccccc2n1CC(C)C(=O)O (configuration not stated),3,6,2,1,0,-10,6,4,-0.2
O=C(NCCCn1ccnc1)c1ccc(OCC(F)(F)F)cc1,3,-5,1,2,3,0,8,8,1.8
CCn1c(C(=O)NCCCN2CCc3ccccc3C2)cc2sccc21,4,3,8,6,1,1,10,2,-1.7
COc1ccccc1CNC(=O)c1cccc(S(=O)(=O)N2CCN(C)CC2)c1,-15,-1,2,1,-2,1,1,-13,-0.9
O=C(NC1CC1)c1ccc2c(c1)N(Cc1ccc(Cl)cc1)CCS2,1,-1,17,8,5,9,37,2,-0.6
COc1cc(/C=N/NC(=O)c2ccc(O)cc2)ccc1OCC(=O)Nc1cccc([N+](=O)[O-])c1,15,0,3,-4,-5,-6,10,-3,1.6
COC(=O)c1cccc(-n2c(C)cc(C=O)c2C)c1,11,2,-2,-1,13,-11,3,7,-1.3
O=C(COC(=O)CNC(=O)c1ccccc1F)Nc1ccc2c(c1)OCCO2,-6,10,5,0,4,0,-1,5,-2.8
CC(C)(C)OC(=O)C[C@@H]1C/C=C\C[C@@H](CC(=O)N[C@@H](CO)Cc2ccccc2)C(=O)N2CCC[C@@H]2COC1=O,.,5,-5,2,.,.,-1,.,.
COc1ccc(N2CCC(CNC(=O)Nc3ccc(Cl)cc3)C2)cc1 (configuration not stated),7,6,36*,0,1,11,4,13,2.9
CC1(C)SC2c3ccccc3C(=O)N2[C@@H]1C(=O)O (some centres not stated),0,-6,9,3,-3,3,-1,-2,1.8
CC(O)CNC(=O)Cc1cc(=O)[nH]c(=O)[nH]1 (configuration not stated),-7,0,2,2,-2,-2,0,3,-0.4
O=C(Nc1cccc(NC(=O)c2cccs2)c1)c1ccc(F)cc1,4,-28,-1,-2,-2,-6,12,-1,-2.2
COc1cc(NC(=O)c2cc(S(=O)(=O)N3CCc4ccccc43)cn2C)cc(OC)c1OC,-2,6,5,0,2,7,15,1,1.7
CCn1c(CSc2nc3ccccc3s2)nc2ccccc21,10,1,-9,10,-5,-4,-3,6,1.9
COCCN1C(=O)c2[nH]nc(-c3ccccc3O)c2C1c1ccc(OC)cc1 (configuration not stated),5,-7,4,3,3,1,4,7,-0.1

# Part of the list above in order of formula weight, rising:
SMILES,MCL1-BIM inh,GLD-1 TGE inh,pPAFAH inh,PAFAH1B2 FP inh,Fam108B inh,PME-1 primary,AHR activator,BCLXL inh,MEX-5 binding
ClC(=C\c1ccccc1)/C=N/N1CCN(c2ccccn2)CC1,-4,-2,5,-3,12,4,5,3,-2.8
OC(CN1CCN(c2cccc(Cl)c2)CC1)C(c1ccccc1)c1ccccc1 (configuration not stated),4,0,2,4,2,-4,-2,5,.
O=C(CN1C(=O)c2cccnc2Oc2ccc(Cl)cc21)NCCCc1ccccc1,5,11,4,2,3,0,1,8,2.0

# Further records follow.
SMILES,MCL1-BIM inh,GLD-1 TGE inh,pPAFAH inh,PAFAH1B2 FP inh,Fam108B inh,PME-1 primary,AHR activator,BCLXL inh,MEX-5 binding
CCC1(C(=O)OC)CCc2c(cc(OC)c3ccccc23)C1=O (configuration not stated),2,-4,7,2,-4,-3,54*,5,-0.8
C[C@@H](CN1C(=O)C(=O)NC[C@@H]1Cc1ccc(O)cc1)NC(=O)Cc1ccccc1,-2,0,4,4,-1,4,-1,-2,1.5
COc1ccc(CC(=O)c2ccc(OC3OC(CO)C(O)C(O)C3O)cc2O)cc1 (configuration not stated),-2,0,3,2,0,3,0,0,-0.7
COCCNC(=S)Nc1ccc2nc(N3CCOCC3)cc(C)c2c1,1,2,0,10,-2,-5,5,3,-1.1
CCCNC(=O)c1ccc(CN2CCc3ccccc3C2)cc1,9,5,0,5,-2,3,4,5,1.8
CN(C)c1ncc(S(=O)(=O)c2ccccc2)c(=O)[nH]1,2,6,-5,3,-4,2,0,2,0.7
CN1CCN(C(=O)/C(=C\c2ccc3c(c2)OCO3)NC(=O)c2cccs2)CC1,7,-1,-1,2,-1,-2,1,5,-3.0
O=C(NCCNC(=O)c1cc(OCC(F)(F)F)ccc1OCC(F)(F)F)Nc1ccc(OC(F)(F)F)cc1,-2,1,-1,8,-11,-11,5,-1,-1.6
Cc1cc(C)cc(NC(=O)CCN2C(=O)c3ccccc3S2(=O)=O)c1,1,2,-4,-1,-9,-7,-5,2,-0.2
Oc1c(CN2CCc3ccccc3C2)cc(Cl)c2cccnc12,5,6,16,10,4,-5,4,8,-4.6
COc1ccc(N2CC(C(=O)OC(C)C(=O)c3ccccc3)CC2=O)cc1 (configuration not stated),7,2,5,2,5,-1,3,4,-0.5
CCN(C(=O)COC(=O)c1oc2ccc(OC)cc2c1C)C1CCCCC1,-5,8,-1,2,-1,-1,3,3,-1.0
O=C(CCNS(=O)(=O)c1cccs1)N1CCN(c2cccc(Cl)c2)CC1,9,-5,6,2,-3,1,1,9,2.3
CC1(c2ccc(Cl)cc2Cl)OCC(Cn2ccnc2)O1 (configuration not stated),4,-2,1,6,0,0,13,4,2.1
CN(Cc1nc(-c2ccccc2)no1)C(=O)c1ccc2c(c1)OCO2,-4,0,-3,3,-4,-5,6,1,1.8
COC(=O)c1oc2ccccc2c1-n1cccc1,3,-4,3,6,-5,1,-1,6,1.6
O=C1CCC(C(=O)N2CCN(c3ccccc3Cl)CC2)CN1CC1CCCCC1 (configuration not stated),2,7,-3,-3,-4,-1,2,0,1.5
CC(C(=O)Nc1ccc2c(c1)OCO2)N1CCC(N2CCCCC2)CC1 (configuration not stated),1,5,4,-1,.,0,-1,3,.
Cc1ccc(S(=O)(=O)NCCC(=O)N2CCN(c3cccc(Cl)c3)CC2)cc1C,12,11,3,8,6,-4,4,8,-0.3
CCOc1ccc(-n2c(Cc3cc(=O)[nH]c(=O)[nH]3)nnc2SCC(=O)NC2CCCC2)cc1,2,17,-1,0,0,-2,-1,5,.
CCOC(=O)C(=CNCC(=O)OC)C(=O)OCC,6,2,0,-3,1,-7,5,0,-1.7
Cc1cc(CNC(=O)COc2ccc(C#N)cc2)c2ccccc2n1,-7,1,-1,3,-2,-1,3,0,-1.2
Oc1ccccc1C=NC(c1ccccc1)C(O)c1ccccc1 (configuration not stated),6,-1,2,-2,3,5,-1,2,2.7
CN(C)c1nc(N)nc(Cn2nnc(-c3ccc(C(F)(F)F)cc3)n2)n1,-2,-8,5,5,-1,2,-2,-2,-5.5
